GALK inh = qHTS Assay for Inhibitors of Human Galactokinase (GALK); Purified GALK, Kinase-Glo residual ATP luminescence; Potency, µM (top dose mostly 57.5 µM), for the others: top-dose activity change, negative = inhibition, usual class: inhibitors; hit rate 0.007% among 270,000; further: potency means the concentration at half of the fitted maximal effect; on the % scale 0 is the no-effect control and ±100 the full control effect
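Quantitative HTS: GALK 5 nM, ATP 35 uM, galactose 100 uM, 1 h room temperature, then luciferase-based ATP detection.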
KCNH2 3.1 inh = qHTS for Inhibitors of KCHN2 3.1: Mutant qHTS. hit rate 0.95% among 340,000. Potassium voltage-gated channel subfamily H member 2, brain isoform KCNH2 3.1 (human). U2OS KCNH2 3.1, thallium flux FluxOr; stronger effect = lower value. activity change, % (tested at about 1.8 µM);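 active means maximum activity change below -70%; inconclusive means maximum activity change from -70% to -50%; inactive means maximum activity change above -50%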;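 further: thallium influx rate constant from kinetic fluorescence after stimulation buffer; on the % scale 0 is the no-effect control and ±100 the full control effect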
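We transduce U2OS cells with the mutant 3.1 virus, culture them overnight, load FluxOr with Red40 quencher for 45 min, then add stimulation buffer and read kinetically for 2 min to derive a normalized rate constant.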
FBPA coupling cs = qHTS Assay for Inhibitors of Fructose-1,6-bisphosphate Aldolase from Giardia Lamblia: Coupling assay counterscreen; coupling enzyme system counterscreen, AmpLite Red fluorescence; activity change, negative = inhibition, % at 58.2 µM, hits read low; hit rate 0.67% among 290,000; AID 2472, 2010; in the data active means activity change below about -30%; further: on the % scale 0 is the no-effect control and ±100 the full control effect
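Compounds tested against the coupling enzymes alone at 57.5 uM final; readout was AmpLite Red fluorescence (525/598 nm) after 20 min at RT.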
TRPV1 ag = HTS Assay for Compounds that Act as Agonists of the Vanilloid Receptor 1 | TRPV1-expressing cells, Fluo-8 calcium influx, agonist mode | activation, % at 8.33 µM | hit rate 0.19% among 320,000; in the data active means activation above about 80%; inconclusive means between about 30% and that limit; further: 0% is about no effect
Target sequence (Q8NER1 whole entry, looked up): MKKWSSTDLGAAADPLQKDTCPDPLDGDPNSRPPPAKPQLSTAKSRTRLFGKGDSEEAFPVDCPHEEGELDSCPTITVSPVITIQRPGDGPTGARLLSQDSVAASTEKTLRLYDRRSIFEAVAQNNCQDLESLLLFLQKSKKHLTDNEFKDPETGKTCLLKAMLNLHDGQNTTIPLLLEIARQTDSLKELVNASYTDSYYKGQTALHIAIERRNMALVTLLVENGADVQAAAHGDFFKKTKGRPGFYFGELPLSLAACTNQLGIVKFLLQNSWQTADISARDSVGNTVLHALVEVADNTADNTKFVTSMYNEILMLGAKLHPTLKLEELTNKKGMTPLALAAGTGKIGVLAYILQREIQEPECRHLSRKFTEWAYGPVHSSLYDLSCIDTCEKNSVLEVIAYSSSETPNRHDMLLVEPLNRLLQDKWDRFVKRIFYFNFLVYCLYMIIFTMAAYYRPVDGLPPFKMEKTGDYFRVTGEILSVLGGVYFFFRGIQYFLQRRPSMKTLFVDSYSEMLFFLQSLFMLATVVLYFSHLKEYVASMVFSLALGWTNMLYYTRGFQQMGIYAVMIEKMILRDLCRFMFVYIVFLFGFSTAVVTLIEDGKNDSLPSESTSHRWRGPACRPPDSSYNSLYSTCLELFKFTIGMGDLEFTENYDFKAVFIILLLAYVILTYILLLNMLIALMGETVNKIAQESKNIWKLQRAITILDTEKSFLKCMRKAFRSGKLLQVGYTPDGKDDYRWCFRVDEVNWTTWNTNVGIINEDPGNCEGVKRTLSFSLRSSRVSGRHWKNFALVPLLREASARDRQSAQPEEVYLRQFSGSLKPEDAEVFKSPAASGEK
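TRPV1-expressing cells were cultured overnight at 35.5C and loaded with Fluo-8 calcium dye for 40 to 90 min at room temperature. After a 10 s baseline, compound was added and calcium influx was read kinetically for 3 min (ex 480/em 520 nm).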
CXXC DNA block = qHTS Fluorescence Polarization Assay for Inhibitors of MLL CXXC domain - DNA interaction; Histone-lysine N-methyltransferase 2A (Homo sapiens), Q03164; MLL-CXXC / FITC-HOXA9 DNA fluorescence polarization; Potency, µM (highest dose often 115 µM), without a hit: at the top dose activity change, negative = inhibition, hits mostly inhibitors; hit rate 0.037% among 290,000; active means well fitted inhibition curve with a large enough effect in the polarisation, with a control signal flat, not every such curve was filed as active; inconclusive means small, poorly fitted or top-dose-only effect, or effect the other way, or a change in a side signal; inactive means no such curve, though single readings can be large or run the other way; the % refers to the polarisation; further: potency means the concentration at half of the fitted maximal effect
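Purified MLL-CXXC (added from a 7 uM solution) was preincubated 5 min at ambient with pinned compounds in 50 mM Tris-HCl pH 7.5, 50 mM NaCl, 1 mM DTT, 0.05% BSA. Fluorescein-labeled HOX-A9 DNA (50 nM solution) followed, 30 min, then polarization read.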
Menin-MLL TR inh = qHTS Assay for Inhibitors Targeting the Menin-MLL Interaction in MLL Related Leukemias: Competition With Texas Red Labeled MLL-derived Mutant Peptide | O00255 | hit rate 0.23% among 270,000 | AID 1768, 2009 | Menin + Texas Red MLL mutant peptide, fluorescence polarization | Potency, µM (top dose mostly 61.6 µM), for inactives: at the top dose FP activity change, negative = inhibition, most hits filed as inhibitors; active means well fitted inhibition curve with a large enough effect in the polarisation, with a control signal flat, not every such curve was filed as active; inconclusive means small, poorly fitted or top-dose-only effect, or effect the other way, or a change in a side signal; inactive means no such curve, though single readings can be large or run the other way; the % refers to the polarisation; further: potency means the concentration at half of the fitted maximal effect; % of control where 0% means no effect; many of its hits are not listed in these tables
USP2a block = qHTS Assay for Inhibitors of Ubiquitin-specific Protease USP2a Using CHOP2 as the Reporter | USP2 core, Ub-CHOP2 coupled fluorogenic reporter, 485/531 | Ubiquitin carboxyl-terminal hydrolase 2 (Homo sapiens), O75604 | Potency, µM (doses to about 38.3 µM), inactives show at the top dose activity change, negative = inhibition, hits mostly inhibitors | hit rate 0.01% among 330,000;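 further: potency means the concentration at half of the fitted maximal effect; plate controls were DMSO wells for no effect and full inhibition by NEM control for full effect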
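Cell-free coupled assay: 10nM USP2 core preincubated 30min RT with compound in Tris-HCl pH 8.0/CaCl2/CHAPS buffer, then 25nM Ub-CHOP2 and 25nM reporter substrate; fluorescence (Ex 485/Em 531) read after 60min RT, normalized to NEM inhibition, concentration-response curves fitted.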
B2AR arrestin = qHTS assay of beta-arrestin-biased ligands of beta2-adrenergic receptor. hit rate 0.02% among 330,000. Beta-2 adrenergic receptor (Homo sapiens), P07550. Potency, µM (titrated, usually from 46.1 µM), for the others: top-dose activation, usual class: activators. beta-arrestin recruitment to beta2AR, cell-based reporter;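 further: potency means the concentration at half of the fitted maximal effect; 0% = DMSO controls and full agonism = EC100 isoproterenol or metaproterenol; nearly all actives have a fitted effect of over 65% in size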
PKM2 activator = qHTS Assay for Activators of Human Muscle isoform 2 Pyruvate Kinase; purified PKM2, Kinase-Glo ATP luminescence, activation; response scale: 0% is enzyme alone, no compound; Pyruvate kinase PKM (Homo sapiens), P14618; hit rate 0.34% among 260,000; Potency, µM (doses to about 57.5 µM), for the others: top-dose activation, usual class: activators; further: potency means the concentration at half of the fitted maximal effect; on the % scale 0 is the no-effect control and ±100 the full control effect; nearly all actives have a fitted effect of over 55% in size
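hPK-M2, >95% pure; 0.1 mM ADP / 0.5 mM PEP final; imidazole pH7.2 buffer w/ 7 mM MgCl2, 50 mM KCl; 1 h RT; Kinase-Glo lum. Intermediate enzyme activity for dual inhibitor/activator qHTS.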
Giardia kill = Small Molecules that selectively kill Giardia lamblia: qHTS; hit rate 0.15% among 340,000; activity change, % at 7.66 µM, hits read low; Giardia lamblia trophozoite viability; in the data active means activity change below about -80%; inconclusive means between about -30% and that limit;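 further: parasites exposed to compound for two days anaerobically before the ATP read; on the % scale 0 is the no-effect control and ±100 the full control effect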
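Viability, read as ATP luminescence: trophozoites at 100 cells/well, compound added, 48 hrs anaerobic at 37 deg C, then 15-30 min room-temperature development before reading.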
KCNH2 WT inh = qHTS for Inhibitors of KCHN2 3.1: Wildtype qHTS; Voltage-gated inwardly rectifying potassium channel KCNH2 (Homo sapiens), Q12809; U2OS, BacMam KCNH2, thallium flux FluxOr; stronger effect = lower value; activity change, % at 1.84 µM; hit rate 0.37% among 340,000;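 active means maximum activity change below -70%; inconclusive means maximum activity change between -70% and -50%; inactive means maximum activity change above -50%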; further: on the % scale 0 is the no-effect control and ±100 the full control effect
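U2OS cells were transduced with wild-type KCNH2 virus (2.03 x 10^8 / mL) for 4 h at room temperature, then cultured overnight at 37 C. Thallium flux was read with FluxOr dye. Rate constants were normalized to DMSO controls.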
The depositor's hits bear a star; ? = inconclusive; · = no result given; [ ] = dose if it differs, or a comment. Unless noted, the call rests on the fitted dose curve; in most records, active means well fitted curve in the direction sought with a large enough effect; inconclusive means small, poorly fitted or top-dose-only effect, or another doubt; inactive means no such curve, though single readings can be large; an effect the other way counts as inactive or inconclusive.

A first look (four entries):
No.	SMILES	GALK inh	KCNH2 3.1 inh	FBPA coupling cs	TRPV1 ag	CXXC DNA block	Menin-MLL TR inh
1	COc1ccc(S(=O)(=O)N2CCN(c3cccc(C)c3C)CC2)cc1	2%	6	1	·	2%	2%[11.7 µM]
2	O=C(Nc1ccc2c(c1)ncn2-c1ccccc1)c1ccco1	3%	5	-1	4	2%	2%
3	CCCC(=O)c1ccc(N2CCC(C)CC2)c(F)c1	·	25	0	22	-5%	-7%
4	CC(C)S(=O)(=O)c1csc(NC(=O)Nc2ccc(Cl)cc2)c1Cl	6%	-3	-21	6	4%	·

No.	USP2a block	B2AR arrestin	PKM2 activator	Giardia kill	KCNH2 WT inh
1	-2%	0.0%	1%	-2	-5
2	1%	-0.3%	3%	4	6
3	1%	0.0%	1%	3	-5
4	-4%	0.2%	0%	11	6

This part in full, from the first entry:
No.	SMILES	GALK inh	KCNH2 3.1 inh	FBPA coupling cs	TRPV1 ag	CXXC DNA block	Menin-MLL TR inh
1	COc1ccc(S(=O)(=O)N2CCN(c3cccc(C)c3C)CC2)cc1	2%	6	1	·	2%	2%[11.7 µM]
2	O=C(Nc1ccc2c(c1)ncn2-c1ccccc1)c1ccco1	3%	5	-1	4	2%	2%
3	CCCC(=O)c1ccc(N2CCC(C)CC2)c(F)c1	·	25	0	22	-5%	-7%
4	CC(C)S(=O)(=O)c1csc(NC(=O)Nc2ccc(Cl)cc2)c1Cl	6%	-3	-21	6	4%	·
5	CCOc1ccc(C(=O)OCC(=O)NCc2ccco2)cc1OCC	5%	-12	0	3	-9%	-2%
6	Cc1ccnc2nc(C(=O)NC3=NCCS3)nn12	-3%	-32	-1	5	2%	-1%
7	CCN1CCN(C(=O)c2cc3c(=O)n4ccccc4nc3n2Cc2ccccc2)CC1	1%	·	0	-1	3%	0%
8	Cc1ccc(-n2nc3c(c2NC(=O)C2CCCC2)CS(=O)(=O)C3)cc1	-1%	14	-7	7	53%[activator]	3%
9	C=CCN1C(=NC(=O)CCCC(=O)O)SC2CS(=O)(=O)CC21 (stereo not given)	0%	-3	-1	0	-1%	-2%
10	C/C(=N\Nc1ccc([N+](=O)[O-])cc1)c1ccc(-n2nncc2C(C)(C)C)cc1	-2%	-18	4	-3	1%	-16%

No.	USP2a block	B2AR arrestin	PKM2 activator	Giardia kill	KCNH2 WT inh
1	-2%	0.0%	1%	-2	-5
2	1%	-0.3%	3%	4	6
3	1%	0.0%	1%	3	-5
4	-4%	0.2%	0%	11	6
5	5%	2.6%	8%	4	9
6	-2%	-0.4%	-6%	12	-1
7	3%	-0.6%	4%	·	·
8	4%	-0.7%	-4%	?	-27
9	-2%	-0.1%	0%	4	9
10	3%	-1.1%	5%	7	-5

Next section:
No.	SMILES	GALK inh	KCNH2 3.1 inh	FBPA coupling cs	TRPV1 ag	CXXC DNA block	Menin-MLL TR inh
11	Cc1ccccc1CNC(=O)c1ccccc1NS(C)(=O)=O	1%	12	2	0	12%	1%
12	O=C1CC(c2ccc(F)cc2)c2cc3c(cc2N1)CCC3 (stereo not given)	-7%	4	-1	27	10%	-5%
13	CC(C)c1ccccc1NC(=O)c1cccc(NC(=O)c2ccccc2)c1	-1%	-3	0	19	1%	-2%
14	CCCn1cc(C(CC(=O)O)C(=O)O)c2ccccc21 (stereo not given)	0%	5	7	3	8%	18%
15	COc1ccc(NC(=O)C(OC(=O)c2ccc([N+](=O)[O-])o2)c2ccccc2)cc1Cl (stereo not given)	-2%	-3	-18	-4	3%	?
16	COc1c(C)cc(Br)cc1C(=O)NC(=S)Nc1ccc(Cl)c(C(=O)O)c1	0%	11	10	3	-8%	25%
17	COc1ccc(C(=O)CC(=O)C(=O)Nc2cccc([N+](=O)[O-])c2C)cc1	-2%	12	1	-1	-3%	-8%
18	CC(=O)c1ccc(-n2c(CCC(=O)O)ccc2-c2ccc(C)cc2)cc1	6%	-11	16	2	1%	6%
19	Cc1nc(C)n(CC(=O)N2CCCC(C(=O)c3cccc4ccccc34)C2)n1 (stereo not given)	1%	5	1	2	-6%	-12%
20	CC(=O)Nc1ccc(Nc2nnc(-c3ccc(O)cc3)c3ccccc23)cc1	-7%	2	1	-3	11%	1%

No.	USP2a block	B2AR arrestin	PKM2 activator	Giardia kill	KCNH2 WT inh
11	0%	0.1%	-2%	-16	5
12	1%	-1.1%	4%	-17	4
13	-2%	-0.7%	-2%	7	0
14	2%	0.0%	-3%	3	-13
15	2%	-0.5%	-3%	-14	19
16	1%	-0.1%	-1%	?	6
17	-13%	-0.6%	·	-11	-2
18	0%	0.1%	·	-28	2
19	0%	0.4%	2%	8	-6
20	0%	-0.8%	·	5	-14

Carrying on.
No.	SMILES	GALK inh	KCNH2 3.1 inh	FBPA coupling cs	TRPV1 ag	CXXC DNA block	Menin-MLL TR inh
21	Nc1nonc1C(=O)OCC(=O)c1ccc(Cl)cc1	0%	-5	2	-1	23%	0%
22	CSc1ccc(S(=O)(=O)N2CCC(C(=O)NCc3ccncc3)CC2)cc1	3%	-22	1	-1	14%	14%
23	CC1CCCC(C(=O)O)N1C(=O)CCSC(=O)c1ccccc1 (stereo not given)	-1%	10	7	0	150%[activator]	-3%
24	O=C(NC1CCS(=O)(=O)C1)OC1CCCCC1 (stereo not given)	-3%	12	0	-2	1%	19%
25	Cn1cc(S(=O)(=O)Nc2ccc(OC(F)(F)F)cc2)c(=O)n(C)c1=O	0%	9	0	2	-7%	·
26	CCc1ccccc1N(C(C)=O)c1nc(CCl)cs1	0%	3	-1	-4	3%	-5%
27	CCCC(=O)NC1=C(C#N)C2(CCCCC2)Cc2ccccc21	2%	-46	2	3	2%	-8%
28	O=C(NNS(=O)(=O)c1ccccc1)c1cccnc1	-3%	5	3	-8	-5%	·
29	Cc1cc(C)cc(NS(=O)(=O)c2ccc3[nH]cc(C(=O)N4CCc5ccccc54)c(=O)c3c2)c1	0%	-12	1	-3	2%	-18%
30	CC(NC(=O)C12CC3CC(CC(C3)C1)C2)C(=O)N/N=C/C1=C(N2CCOCC2)C(=C\c2cccc([N+](=O)[O-])c2)/CC1 (stereo not given)	0%	-7	-1	-4	7%	-10%
31	Cc1ccc2nc(C)cc(C(=O)N/N=C/c3ccncc3)c2c1	5%	20	1	2	3%	-12%
32	Cc1ccc(N2C(=O)c3ccc(C(=O)O)cc3C2=O)cc1C	1%	-5	21	1	-4%	9%

No.	USP2a block	B2AR arrestin	PKM2 activator	Giardia kill	KCNH2 WT inh
21	6%	-0.3%	-14%	4	1
22	1%	0.1%	3%	3	-4
23	-1%	-0.2%	0%	11	9
24	-1%	5.0%	4%	4	4
25	3%	-0.1%	16%	3	-10
26	4%	0.8%	-11%	-12	-14
27	-5%	-0.1%	-3%	-11	-5
28	6%	5.5%	-2%	-7	-1
29	-14%	0.8%	-9%	9	-13
30	3%	-0.6%	-8%	-6	-11
31	-1%	0.0%	-1%	-2	15
32	1%	-0.6%	-22%	6	-3

From PubChem

Only part of the results is shown (hit frequency here may not be typical).
